# Cardio protect = modulators protecting cardiomyocytes from myocardial damage. AID 588492. protection from H2O2 cell death, % at 20 µM. H9c2 cardiomyocytes, H2O2 injury protection, ATPLite, 2 h. 360,000 compounds, 0.63% hits;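 active means compounds giving at least 50% protection of heart cells from peroxide-induced death in the single-dose screen, raw or plate-pattern-corrected value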;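 further: 0% = DMSO wells with peroxide and 100% = DMSO wells without peroxide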
# Glyco luc inh = blocks N-linked glycosylation in D54 reporter cells | D54 ERlucT glycosylation luciferase reporter, 24 h; percent of 100 nM tunicamycin response | reporter increase, % at 12.5 µM | 360,000 compounds, 0.23% hits | AID 588692;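 active means mean luciferase reporter signal, scaled so untreated is 0 and the glycosylation-blocking control 100, at or above a set limit in every replicate; inconclusive means mean reaches the limit but not every replicate does; inactive means mean below the limit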;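 further: luciferase carries N-glycosylation sites so blocking glycosylation raises the light; 0% = median of neutral control wells and 100% = median of 100 nM tunicamycin wells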
# PDI turbidity = inhibitors of human protein disulfide isomerase | AID 588391 | 350,000 compounds, 0.052% hits | inhibition, % at 10 µM | PDI insulin aggregation turbidity, A650, 90 min | P07237;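 active means mean inhibition across replicates of 30% or more, whatever share of single replicates reach that level; inconclusive means mean inhibition below 30% while every single replicate reaches 30%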;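 further: absorbance from insulin aggregation driven by PDI reduction with DTT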
# aDG glyco up = alpha-DG glycosylation activation | Pro5-aDG cells, alpha-DG glycosylation AlphaScreen (IIH6); 0% Pro5, 100% B10-LARGE cell signal | activation, % at 10 µM | 360,000 compounds, 0.22% hits | AID 624168;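 active means activation of at least 8% versus controls, or a plate z-score of at least 8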;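 further: Pro5 are CHO cells carrying HIG-tagged alpha-DG that lacks glycosylation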
# MC4R ag barr = human MC4R agonism via beta-arrestin. AID 540308. U2OS MC4R beta-arrestin complementation, luminescence; percent of melanotan II response, DMSO zero. 360,000 compounds, 0.98% hits. activation, % at 8.9 µM. P32245;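 active means activation above a per-plate cutoff, the mean activation of sample wells on that plate plus 3 SD, cut at about 8% in these data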
# Target sequence (P32245 whole entry, looked up): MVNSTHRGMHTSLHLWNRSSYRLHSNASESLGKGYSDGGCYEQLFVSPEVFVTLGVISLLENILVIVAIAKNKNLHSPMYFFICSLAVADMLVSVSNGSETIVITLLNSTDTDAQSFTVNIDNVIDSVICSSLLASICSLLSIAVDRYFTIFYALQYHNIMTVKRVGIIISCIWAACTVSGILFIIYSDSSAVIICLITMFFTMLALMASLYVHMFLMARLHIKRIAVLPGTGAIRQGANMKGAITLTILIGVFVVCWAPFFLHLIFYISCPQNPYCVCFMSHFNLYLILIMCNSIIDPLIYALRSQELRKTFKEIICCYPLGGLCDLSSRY
# Vif inh = inhibitors of HIV Vif. HEK293T cells, Vif self-association by quenched fluorescence, imaging, 24 h. inhibition, % at 7.49 µM. 340,000 compounds, 0.35% hits. AID 602346; in the data active means inhibition above about 50%, passing the limit was not always enough; inconclusive means no clear call, values can overlap the other calls; inactive means below about 31%; further: some results filed as inactive read as strong as hits
# CaV13 ICDI inh = Disruptors of the CACNA1D IQ motif to Ca2+-dependent inactivation inhibitor domain association, primary screening, Förster resonance energy transfer in intact living …. HEK cells, CFP/YFP FRET ICDI-IQ, plate reader, 10 min; percent FRET-ratio fall versus neutral wells. inhibition, % at 12.3 µM. 340,000 compounds, 0.098% hits. AID 743397;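 active means mean replicate inhibition of at least 30% and at least 1% of replicates passing that level; inconclusive means only one of the two criteria is met; inactive means neither criterion is met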;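 further: 0% = median of the neutral control wells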
# MC4R antag cAMP = blocks human MC4R cAMP signaling; MC4R-expressing cells, MTII-stimulated cAMP, LANCE TR-FRET; inhibition, % at 6.5 µM; 360,000 compounds, 0.48% hits; AID 540295;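 active means inhibition above its plate's cutoff, the mean of tested wells on that plate plus 3 SD, cut at about 29% in these data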;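 further: 0% = Melanotan II alone and 100% = Melanotan II plus saturating MCL0020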
#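 Assay system: U2OS cells stably expressing human melanocortin 4 receptor (MC4R) / Dosing: 6.5 µM / Timing: compound 30 min, challenge 1 h, detection 1 h / Measured by: Eu-cAMP/anti-cAMP TR-FRET, emission 671 nm / Replicates: singlicate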
# HTR2A ag = agonists of mouse serotonin 5-HT2A receptor (HTR2A); P35363; CHO-K1 mHTR2A beta-arrestin complementation, luminescence; percent of 30 µM serotonin response; activation, % at 7.6 µM; 360,000 compounds, 0.66% hits;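 active means activation above a run cutoff, the mean activation of all tested compounds plus 3 SD, cut at about 14% in these data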;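 further: 0% = plate median of compound wells and 100% = 30 µM serotonin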
# Target sequence (P35363 whole entry, looked up): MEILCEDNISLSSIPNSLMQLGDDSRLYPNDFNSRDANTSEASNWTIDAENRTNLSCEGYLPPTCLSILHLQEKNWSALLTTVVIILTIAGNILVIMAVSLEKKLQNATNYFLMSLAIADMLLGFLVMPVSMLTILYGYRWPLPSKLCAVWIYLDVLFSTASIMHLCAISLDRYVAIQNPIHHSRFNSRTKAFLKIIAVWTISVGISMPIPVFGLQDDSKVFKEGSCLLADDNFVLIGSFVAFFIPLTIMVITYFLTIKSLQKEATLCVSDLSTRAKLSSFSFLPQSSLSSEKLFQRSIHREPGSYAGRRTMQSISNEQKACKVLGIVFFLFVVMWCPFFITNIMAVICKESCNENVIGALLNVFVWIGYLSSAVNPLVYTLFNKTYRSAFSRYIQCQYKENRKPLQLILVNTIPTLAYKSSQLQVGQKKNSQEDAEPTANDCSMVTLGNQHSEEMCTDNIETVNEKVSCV
# ABCB6 inh 2 = blocks the human ABCB6 transporter. K562-ABCB6 porphyrin accumulation, flow cytometry, 1 h; active compounds read low. fluorescence ratio to DMSO, % at 10 µM. 360,000 compounds, 0.19% hits. AID 602162;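 active means fluorescence ratio to DMSO below 75%, the collection mean minus 3 SD; inconclusive means too few cells collected in the well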;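 further: signal is porphyrin accumulated inside mitochondria; 100% equals median channel fluorescence of DMSO control wells; lower ratio means ABCB6 inhibition with less porphyrin fluorescence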
# * marks the source's active call; other numbers are inactive results; u = inconclusive; x = not tested or not shown.
SMILES,Cardio protect,Glyco luc inh,PDI turbidity,aDG glyco up,MC4R ag barr,Vif inh,CaV13 ICDI inh,MC4R antag cAMP,HTR2A ag,ABCB6 inh 2
COc1c(C)cc(S(=O)(=O)NC2CC(C)(C)NC(C)(C)C2)c(C)c1C,5,-1,7,0.2,-1.9,-2,-4,-1,0,97
CCOC(=O)c1ccc([N+](=O)[O-])cc1NC(C)=O,-3,-1,18,0.2,-1.2,-12,-3,3,3,104
CC1(Oc2ccccc2)CCN(Cc2ccc(-c3ccccn3)cc2)C1 (stereo not drawn),-6,-1,-2,0.2,8.1,17,-10,-1,-4,96
COc1ccc(N2CCN(CCCNC(=O)CCCn3c(=O)[nH]c4ccsc4c3=O)CC2)cc1,-1,-3,5,-0.1,-0.1,1,-4,3,-4,89
O=C(O)c1cccc(Cn2cccn2)c1,10,0,-8,0.4,-0.8,25,-4,15,2,103
Clc1ccc(-c2nc3cnccn3c2Nc2ccc3c(c2)OCO3)cc1,7,-3,x,-0.3,2.7,2,-5,-3,3,95
Cn1c(=O)[nH]c(=O)c2c1nc(NCc1ccco1)n2Cc1ccccc1Cl,-3,7,-11,-0.1,-0.7,5,-2,3,-2,101
COc1ccc(N2CCN(C(=O)c3ccc(NS(=O)(=O)c4cccc(F)c4)cc3)CC2)cc1,-5,-2,-2,0.0,1.7,u,-4,-5,-3,100
CC(=O)N1CCc2c(sc(NC(=O)C3CCN(S(=O)(=O)c4cccs4)CC3)c2C(N)=O)C1,-2,2,1,-0.3,-1.3,5,-7,5,5,97
CCCCN(C)S(=O)(=O)c1cc2c(cc1Br)CCN2C(=O)C1CC1,-2,-2,-2,0.6,0.7,-11,-7,-1,-4,97
O=C(O)c1ccccc1C(c1ccccc1)c1ccccc1O (stereo not drawn),-3,-9,5,0.1,-0.6,4,-5,-4,2,93
CC1(C)Cc2nc(-c3ccccc3)nc(NNC(=O)c3ccco3)c2CO1,-2,0,11,0.1,0.5,14,3,18,3,99
c1ccc2c(c1)COC(CNC1CCCCC1)OC2,4,1,5,0.1,-1.1,11,-4,-7,6,93
OC(CNCc1cccc(Br)c1)c1ccccc1 (stereo not drawn),0,0,0,0.0,-1.0,-1,-5,2,-3,95
COc1cc(C2SCC(=O)N2c2nnc(C34CC5CC(CC(C5)C3)C4)s2)cc(OC)c1OC (stereo not drawn),3,2,-15,0.0,0.7,x,-2,7,-3,100
OCCCn1c(-c2ccccc2)nc(=S)c2c1CCCC2,-2,1,0,0.0,0.8,1,-4,15,0,105
O=C(CNC(=O)c1ccncc1)N/N=C/c1ccc(Br)cc1,-5,4,2,0.0,-0.8,-4,-5,13,3,95
COc1ccc(O)c(C(=O)c2cnn(-c3ccccc3)c2)c1,3,2,-2,0.0,1.4,11,-3,1,0,168
O=C1C2C3c4ccccc4C(c4ccccc43)[C@@H]2C(=O)N1c1nc(-c2ccccc2)cs1 (stereo partly drawn),3,0,0,0.1,-2.3,-8,-5,10,3,98
Cc1cc[n+](-c2nc3ccccc3nc2[N-]S(=O)(=O)c2cccs2)cc1C,5,0,2,-0.1,-0.4,0,-5,-1,0,104

# Just CaV13 ICDI inh, Cardio protect and PDI turbidity, for 2 of the compounds above:
smiles,CaV13 ICDI inh,Cardio protect,PDI turbidity
O=C(O)c1ccccc1C(c1ccccc1)c1ccccc1O (stereo not drawn),-5,-3,5
CC1(Oc2ccccc2)CCN(Cc2ccc(-c3ccccn3)cc2)C1 (stereo not drawn),-10,-6,-2

# (listing goes on)
SMILES,Cardio protect,Glyco luc inh,PDI turbidity,aDG glyco up,MC4R ag barr,Vif inh,CaV13 ICDI inh,MC4R antag cAMP,HTR2A ag,ABCB6 inh 2
COC(=O)C1=C(C)NC2=C(C(=O)c3ccccc32)C1c1cccc(OC)c1 (stereo not drawn),4,-1,4,-0.1,-1.6,-15,-22,0,-9,91
O=C(CCNS(=O)(=O)c1ccccc1C(F)(F)F)N1CCN(S(=O)(=O)c2cccc(F)c2)CC1,3,-3,-3,-0.2,-1.4,-3,x,1,10,97
CCN(CC)C(=O)CSc1nnc(CCNC(=O)OC(C)(C)C)o1,-1,1,-5,0.0,0.1,12,-6,1,0,82
COc1cc(C(C[N+](=O)[O-])c2c(C)[nH]c3ccccc23)ccc1O (stereo not drawn),1,-1,-1,0.1,-2.4,-6,-3,6,2,99
CCOC(=O)N1CCC(NC(=O)CS(=O)(=O)Cc2nc(-c3cccc(OC)c3)oc2C)CC1,-4,-2,-10,0.1,-0.9,-10,-5,4,0,97
Cc1ccc(C(=O)OCC(=O)NC(C)C2CC3CCC2C3)cc1N (stereo not drawn),-5,2,1,0.0,-2.4,-5,-2,6,4,97
CC(C)(C)c1ccc(C(=O)N2CCN(S(=O)(=O)c3ccc(Br)s3)CC2)cc1,-14,-5,-2,-0.1,-1.1,-13,-2,11,5,100
COc1cc(C)ccc1OCCOCCN(C)Cc1ccccc1,3,-1,1,-0.1,0.5,-4,-19,-3,-2,106
COc1ccccc1/C=C/C=N/NC(=O)c1cccs1,4,-2,-1,0.0,0.0,1,-4,3,-5,95
COc1ccc(C(=O)OCC(=O)c2ccc[nH]2)cc1,-4,2,-10,0.0,3.7,5,-16,-2,-2,90
COc1ccc(OS(=O)(=O)Cc2ccccc2)cc1,0,0,-9,-0.1,-0.1,-9,-19,10,0,98
O=C(NCCOc1ccccc1F)C1CC(=O)N(Cc2ccccc2)C1 (stereo not drawn),-2,-1,12,0.1,-1.6,12,-6,7,-4,98
N#Cc1nc(Cc2ccccc2)oc1NCCCn1ccnc1,10,1,-9,0.0,1.1,3,-8,3,3,100
O=S(=O)(c1ccc(Br)cc1)N1CCN(c2ccc3nnc(-c4ccccc4)n3n2)CC1,-12,2,-9,0.4,1.2,13,-6,8,2,97
O=C(CC1C[C@H](C(=O)N2CCCCC2)[C@@]2(CCc3ccccc3)c3[nH]c4ccccc4c3CCN2C1=O)NCc1cccc(C(F)(F)F)c1 (stereo partly drawn),-9,-1,-9,0.3,-2.0,x,-6,0,1,100
CC(Oc1cccc(NC(=O)c2cccs2)c1)C(=O)c1ccccc1 (stereo not drawn),-12,-1,-2,0.8,2.1,13,-5,4,-1,95
Cc1nc(-c2ccc(S(=O)(=O)N3CCN(c4cccc(C)c4C)CC3)cc2)co1,-9,-2,5,0.0,1.4,-14,-16,6,4,88
COc1ccc(OC)c(NC(=O)Nc2cnccn2)c1,-1,2,-8,-0.4,-2.8,-6,-11,-8,-2,99
COC(=O)Cc1c(O)ccn(CCc2c[nH]c3ccc(OC)cc23)c1=O,-1,1,2,0.1,0.6,5,5,6,-2,96
CCOc1ccc(N2C(=O)S/C(=C\c3cc(OC)c(OC)c(OC)c3)C2=O)cc1,-6,3,-1,-0.2,3.5,10,-4,14,5,98
CCOc1ccc(S(=O)(=O)N/N=C(\C)c2ccc(OC)cc2OC)cc1,1,0,3,-0.2,0.5,-1,-5,5,1,94
Cc1ccc(-n2c(O)c(C=NC3CCS(=O)(=O)C3)c3ccccc3c2=O)cc1C (stereo not drawn),1,0,5,0.0,-2.9,-4,-8,2,-2,100
COc1cccc(-c2cc3onc(-c4ccccc4)c3c(=O)n2C)c1,-12,-18,4,0.8,-2.3,1,-4,6,2,94
O=C(CO)N/N=C/c1ccc(Cl)cc1,3,5,-4,0.0,-1.7,x,-10,12,5,101
COC(=O)C1C(=O)C2=C(CC1C)NC(C)=C(C(=O)OC1CCCC1)C2c1ccc(N(C)C)cc1 (stereo not drawn),23,1,-4,-0.5,2.7,11,-6,-2,3,96
Cn1c(=O)[nH]c(=O)c2c1[nH]c(=S)n2CCCc1ccccc1,-5,2,3,0.0,-1.1,-2,-4,3,0,101
CCCCC1CCC(C(=O)OCC(=O)Nc2ccc(S(N)(=O)=O)cc2)CC1 (stereo not drawn),-4,2,1,0.0,-0.1,-2,-2,2,4,98
O=C(c1cnn2c(C(F)(F)F)cc(-c3ccc(F)cc3)nc12)N1CCc2ccccc2C1,10,-6,-5,0.6,-3.5,x,-5,8,-1,95
CC(N=C1NS(=O)(=O)c2ccccc21)c1ccccc1 (stereo not drawn),8,3,-4,-0.2,-1.2,25,-5,-5,4,94
Cc1ccccc1OCC(=O)OCC(=O)NC1CCCCCC1,4,1,-10,-0.3,0.6,2,x,-3,-3,98
CC(C)(C)n1nc2c(c1NC(=O)c1ccccc1C(F)(F)F)CS(=O)(=O)C2,-2,2,-1,0.1,-1.4,5,-10,16,0,92
Cn1c2c(c(=O)n(C)c1=O)C1(C(=O)Nc3ccccc31)C(C#N)=C(N)O2 (stereo not drawn),-6,1,3,0.1,2.2,4,-2,9,3,187
Cc1ccccc1Cn1c(=O)n(CC2CCC(C(=O)NCCc3ccccc3)CC2)c(=O)c2ccccc21 (stereo not drawn),-2,-3,1,-0.2,-0.2,3,-3,4,2,102
CN(C)c1nc(N)c(C(=O)N=C(N)N)nc1Cl,9,1,-7,-0.2,1.4,-1,-6,-8,-3,97
Cc1ccc2c(C)c(C)c(=O)n(C)c2c1,4,1,-2,0.0,-2.1,0,-9,-8,-8,90

# Three entries from above, with tabs.
SMILES	Cardio protect	Glyco luc inh	PDI turbidity	aDG glyco up	MC4R ag barr	Vif inh	CaV13 ICDI inh	MC4R antag cAMP	HTR2A ag	ABCB6 inh 2
O=C(c1cnn2c(C(F)(F)F)cc(-c3ccc(F)cc3)nc12)N1CCc2ccccc2C1	10	-6	-5	0.6	-3.5	x	-5	8	-1	95
CC(N=C1NS(=O)(=O)c2ccccc21)c1ccccc1 (stereo not drawn)	8	3	-4	-0.2	-1.2	25	-5	-5	4	94
Cc1ccccc1OCC(=O)OCC(=O)NC1CCCCCC1	4	1	-10	-0.3	0.6	2	x	-3	-3	98

# As a working copy, part of the list above:
SMILES,Cardio protect,Glyco luc inh,PDI turbidity,aDG glyco up,MC4R ag barr,Vif inh,CaV13 ICDI inh,MC4R antag cAMP,HTR2A ag,ABCB6 inh 2
CCOc1ccc(S(=O)(=O)N/N=C(\C)c2ccc(OC)cc2OC)cc1,1,0,3,-0.2,0.5,-1,-5,5,1,94
Cc1ccc(-n2c(O)c(C=NC3CCS(=O)(=O)C3)c3ccccc3c2=O)cc1C (stereo not drawn),1,0,5,0.0,-2.9,-4,-8,2,-2,100
COc1cccc(-c2cc3onc(-c4ccccc4)c3c(=O)n2C)c1,-12,-18,4,0.8,-2.3,1,-4,6,2,94
O=C(CO)N/N=C/c1ccc(Cl)cc1,3,5,-4,0.0,-1.7,x,-10,12,5,101
COC(=O)C1C(=O)C2=C(CC1C)NC(C)=C(C(=O)OC1CCCC1)C2c1ccc(N(C)C)cc1 (stereo not drawn),23,1,-4,-0.5,2.7,11,-6,-2,3,96
Cn1c(=O)[nH]c(=O)c2c1[nH]c(=S)n2CCCc1ccccc1,-5,2,3,0.0,-1.1,-2,-4,3,0,101
